# Screening results (PubChem BioAssay)
# human PMI inhibitors: MPI inhibition at elevated mannose 6-phosphate – biochemical, fluorescence intensity, high mannose 6-phosphate, primary screen (AID 1220); recombinant PMI enzyme, coupled fluorescence intensity; higher % means a stronger effect; one-dose inhibition, % at 20 µM; IC50 in µM for titrated hits; 190,000 tested, 0.66% active
# XIAP antagonists: XIAP antagonists, biochemical, IAP family, fluorescence polarization (AID 1018); XIAP BIR domain, fluorescence polarization peptide displacement; higher % means a stronger effect; displacement, % at 20 µM, or IC50 in µM where a hit was titrated; 200,000 tested, 0.007% active; in the data active means displacement above about 50%; further: a part of the inactive calls stands beside numbers as strong as those of hits
# P. falciparum M1AAP: malaria alanyl aminopeptidase activity blockers – biochemical, fluorogenic H-Leu-NHMec substrate, 1536-well (AID 1445). recombinant M1AAP, H-Leu-NHMec fluorogenic kinetic assay; higher % means a stronger effect. 220,000 tested, 0.42% active. one-dose inhibition, % at 30 µM; IC50 in µM for titrated hits;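 active means primary inhibition above the hit cutoff, then over 50% inhibition at one or more dose response concentrations, cut at about 23% in these data, passing the limit was not always enough; inconclusive means conflicting primary data, or primary hits not chosen for dose response; inactive means low primary inhibition, or under 50% at every dose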;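 further: plate controls were DMSO full reaction for no effect and no enzyme background for full effect; strong numbers were not always called active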
# TNAP activators: stimulation of alkaline phosphatase TNAP activity – biochemical, luminescent, no phosphate acceptor, uHTS, primary screen (AID 1001); purified TNAP, luminescent activation assay, no phosphate acceptor; higher activation fold means a stronger effect; activation fold at 20 µM; hits with a dose series show EC50 in µM; 200,000 tested, 0.03% active; in the data active means activation fold from about 3, or a potency from the dose series; inactive means the rest, 99 in 100 with activation fold below about 1.6; further: many of its hits are not listed in these tables
# Hep lipid drop: hepatic lipid droplet formation modulation; AML12 mouse hepatocytes, oleate lipid droplets, BODIPY imaging; inhibition, % at 6.5 µM; 240,000 tested, 0.4% active; AID 1656;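 active means lipid droplet intensity inhibited by at least 50%, with more than 500 cells counted; inconclusive means wells with under 300 cells, treated as cytotoxic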
#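 Assay system: AML12 mouse liver cells | Compound dosing: One dose, 6.5 µM compound | Read-out basis: Droplet intensity reduction, % inhibition | Measured by: Fluorescence imaging, 20x objective, two fields per well | Schedule: Overnight treatment with compound plus oleate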
# PMI inhibitors: inhibitors of human PMI, primary screen, biochemical, fluorescence intensity, coupled assay (AID 1209); inhibition, % at 20 µM; hits with a dose series show IC50 in µM; 190,000 tested, 0.42% active; purified PMI enzyme, coupled fluorescence intensity; higher % means a stronger effect;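 further: plate controls were DMSO vehicle for no effect and wells lacking substrate for full effect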
# Siah-1 displacement: blockers of Siah-1 interaction with plectin peptide – biochemical, fluorescence polarization, rhodamine-plectin, uHTS, primary screen (AID 1817); 290,000 tested, 0.02% active; displacement, % at 20 µM, or IC50 in µM where a hit was titrated; Siah-1 / rhodamine-plectin peptide fluorescence polarization; higher % means a stronger effect;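 active means displacement of at least 50% at 20 µM, with a fluorescence ratio check between 0.3 and a set limit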;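 further: plate controls were Siah plus tracer with DMSO for no effect and tracer alone without Siah for full effect; strong numbers were not always called active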
# UTI89 phage lysis: inhibition of K1F phage lysis, E. coli UTI89, bacterial capsule biogenesis inhibitors, alamar blue (AID 488966); inhibition, % at 100 µM, or IC50 in µM where a hit was titrated; E. coli UTI89 K1F phage lysis, alamar blue, 2 h; higher % means a stronger effect; 340,000 tested, 0.02% active;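 active means phage lysis inhibition, versus mean bacterial control, above a set limit; inconclusive means no clear call, values can overlap the other calls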;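 further: capsule biogenesis inhibitors block K1F phage lysis so surviving cells raise fluorescence; higher fluorescence means more inhibition of phage lysis; actives were called in the ten point dose series up to 300 µM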
# M17LAP inhibition: P. falciparum M17LAP inhibitors, primary screen, biochemical, fluorogenic H-Leu-NHMec substrate, 1536-well (AID 1619). 220,000 tested, 0.38% active. one-dose inhibition, % at 30 µM; IC50 in µM for titrated hits. recombinant M17LAP, H-Leu-NHMec fluorogenic kinetic assay; higher % means a stronger effect;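 active means compound inhibiting the enzyme by more than half at any dose during confirmatory dose-response retesting; inconclusive means strong single-dose inhibitors picked by rank but not retested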;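 further: plate controls were full reaction with DMSO carrier for no effect and no enzyme background for full effect; strong numbers were not always called active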
# Hep lipid drop cells 6.5 µM: recorded beside Hep lipid drop, whose call it bears; cell count; measured here: cell count, cytotoxicity flag;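 cells counted across two imaged fields per well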
# Numbers without * were called inactive; i = inactive; ? = inconclusive; nt = no result given; [ ] = dose if it differs, or a comment. Unless noted, no stated cut-off is given here; in the data, active means inhibition above about 50%; inactive means the rest.
SMILES,human PMI inhibitors,XIAP antagonists,P. falciparum M1AAP,TNAP activators,Hep lipid drop,Hep lipid drop cells 6.5 µM,PMI inhibitors,Siah-1 displacement,UTI89 phage lysis,M17LAP inhibition
Cc1ccccc1CC1(CO)CCCN(C(=O)c2ccc(F)cc2)C1 (stereo not given),9%,-6.3%,0%,1,-50,700,10%,13%,0.0%,-1%
Cc1occc1C(=O)NCCCc1ccccc1,-1%,-3.5%,0%,1,4,711,4%,-2%,1.1%,-2%
O=C(c1ccc(Cl)c(Cl)c1)N1CCC(O)(CN2CCOCC2)CC1,4%,1.8%,5%,1.1,4,661,-3%,1%,0.3%,-4%
O=C(c1cc(F)c(F)cc1Cl)N1CCCCC1,0%,0.1%,12%,1,-5,779,10%,4%,0.4%,-7%
O=C(NCc1ccccc1)C(c1ccccc1)N(C(=O)c1csnn1)C1CC1 (stereo not given),0%,2.4%,17%,1.1,-1,722,2%,2%,-0.2%,13%
COc1cc(C(=O)NCCc2cn3ccc(C)cc3n2)cc(OC)c1OC,4%,-7.4%,6%,1,-10,627,2%,-1%,-0.9%,6%
COc1cccc(CNc2ccc(F)c(Cl)c2)c1OC,-11%,-4.2%,5%,1.2,-1,742,0%,0%,0.0%,15%
CCCn1nc(C(=O)OCC(=O)c2ccccc2)c2ccccc2c1=O,2%,-5.2%,5%,1.1,0,701,-1%,4%,0.3%,-6%
COCCNC(=S)N1CCN(c2cccc(C)c2C)CC1,2%,-4.6%,0%,1.1,-6,699,-4%,-1%,0.2%,0%
O=C(Nc1ccccc1N1CCOCC1)C1CCN(S(=O)(=O)c2cccc(C(F)(F)F)c2)CC1,1%,-2.3%,0%,1.1,-22,586,4%,6%,5.7%,-1%
Cc1ccccc1N1Cc2ccccc2C1,-118%,-5.7%,4%,1.1,-20,593,-66%,-2%,4.7%,-3%
Cc1csc(SCC(=O)Nc2cc(C(C)(C)C)nn2-c2ccccc2)n1,8%,-2.3%,13%,1.1,nt,nt,7%,-1%,0.2%,-29%
O=C(Cn1nnc(-c2ccccc2F)n1)NCc1ccco1,-4%,-5.7%,8%,1.8,0,666,-4%,-5%,0.3%,-1%
Cc1ccccc1Nc1nc(N)nc(COc2ccc(C#N)cc2)n1,-8%,-5.8%,6%,1.1,2,725,-8%,2%,-0.6%,-9%
CC1=C(C(=O)Nc2ccccc2F)C(c2cccs2)NC(=S)N1 (stereo not given),10%,-0.9%,0%,1.1,-3,604,4%,6%,0.6%,-3%
CN1CCN(c2ncccc2S(=O)(=O)N2CCCCC2)CC1,-1%,-0.9%,2%,1.1,-20,701,-7%,5%,0.2%,15%
COc1ccc(OC)c(NC(=O)c2cnn(-c3ccccc3Cl)c2NC(=O)c2ccco2)c1,36%,-3.1%,8%,1.1,4,790,21%,0%,-0.2%,2%
Cc1cc(-c2ccccc2)nc2[nH]n(-c3ccccc3)c(=O)c12,0%,-7.7%,12%,1.1,12,765,5%,0%,0.5%,15%
Cc1ccc2nc(NC3=NCN(Cc4cccnc4)CN3)nc(C)c2c1,-8%,-14%,nt,1,-11,757,-8%,1%,0.2%,nt
CCCOc1ccc(NC(=O)C2CC(=O)N/C(=N/N=C(\C)CCc3ccc4c(c3)OCO4)S2)cc1 (stereo not given),12%,-4.1%,2%,1,-2,660,19%,2%,2.6%,15%
Cc1ccc(-c2nnc3n2N=C(c2ccc(Br)cc2)CS3)cc1,-14%,-1.6%,-14%,1.1,nt,nt,-12%,15%,3.0%,0%
COc1cccc(OCc2nnc(SCC(=O)NCc3ccco3)n2C)c1,-5%,-3.4%,-1%,1.1,nt,nt,-5%,4%,0.0%,16%
O=C(NCN1CCc2ccccc2C1)c1ccccc1,-4%,1.3%,-5%,1.2,nt,nt,-3%,-1%,0.4%,0%
CCOC(=O)c1cccc(NC(=O)CSc2nnc(COc3ccc(Cl)cc3)o2)c1,-1%,-1.3%,11%,1.1,nt,nt,-7%,4%,2.6%,-9%
CC(=O)NC1CCN(C(=O)N2CCCC2)CC1,5%,-2.0%,0%,1.2,nt,nt,1%,3%,0.8%,6%
Cc1cc(=O)oc2cc(OC(C)C(=O)Nc3ccc(N4CCOCC4)cc3)ccc12 (stereo not given),20%,-7.2%,8%,1,nt,nt,2%,-2%,1.1%,3%
COCCn1c(Cc2ccccc2)nnc1SCC(=O)N1CCCCC1C (stereo not given),2%,-11%,1%,1,-7,784,6%,1%,-0.1%,7%
O=C(CCSc1ccc(Cl)cc1)N1CCOCC1,-2%,-3.7%,12%,1,9,715,4%,0%,0.0%,11%
CCNC(=S)NNC(=O)c1cccnc1,15%,1.9%,-12%,1.3,6,752,3%,-5%,7.9%,3%
CCOc1ccccc1NC(=O)CCCN1C(=S)NC(C)(C)CC1C (stereo not given),-3%,-5.6%,2%,1,-18,566,2%,-2%,0.5%,8%
C=C(C)c1cccc(C(C)(C)NC(=O)Nc2ccc(C(C)=O)cc2)c1,12%,-5.6%,1%,1.1,37,683,14%,0%,3.1%,-3%
Cc1ccc(O)c(C(=O)c2cnn(C(=O)COc3ccc(Cl)cc3)c2)c1,-2%,-10%,8%,1.1,6,593,8%,8%,-0.1%,6%
CCN(CC)CCCN1C(=O)C(O)=C(C(=O)c2sc(C)nc2C)C1c1ccc(C)o1 (stereo not given),8%,-7.5%,nt,1.1,nt,nt,7%,0%,nt,nt
OCCC1CN(Cc2cccc(-c3ccco3)c2)CCN1Cc1ccsc1 (stereo not given),nt,-2.6%,8%,1.1,-19,589,nt,34%,-0.1%,1%
CNC(=O)CSc1nnc(-c2ccc3c(c2)OCO3)n1C,nt,3.1%,1%,1.1,-3,678,nt,-4%,0.6%,-5%
C=CCNC(=S)N(CC)c1cccc2ccccc12,11%,-14%,3%,1.1,2,696,8%,13%,0.5%,-1%
Clc1cc(Cl)cc(CN2CCSCC2)c1,nt,nt,10%,nt,1,721,nt,-3%,-1.8%,8%
O=C(Nc1c2c(nc3c1CCC3)CCCC2)c1ccccn1,0%,-2.9%,2%,1,-5,635,-12%,1%,i,-9%
Cc1ccc(-c2nnn(CC(=O)NCCC3=CCCCC3)n2)cc1,-9%,-0.1%,-8%,1.1,-6,744,-6%,-3%,2.1%,-18%
CC1(C)Cc2c(c(N3CCCC3)[nH]c(=S)c2C#N)CO1,-89%,-4.8%,8%,1.1,-2,835,-54%,2%,nt,-3%
C=CCNC(=O)NC(=O)c1csc([N+](=O)[O-])c1,nt,nt,-3%,nt,22,672,nt,4%,-1.0%,14%
COc1cc2c(cc1OC)CN(CC(=O)Nc1ccc(Cl)c(S(=O)(=O)N(C)C)c1)CC2,-8%,-0.4%,0%,1.1,15,651,-5%,3%,0.4%,-3%
COc1ccc(Cl)cc1NC(=O)c1cnc2sccn2c1=O,16%,-4.5%,-4%,1.1,17,685,15%,4%,0.3%,-6%
Cc1sc(NC(=O)c2ccc(Br)s2)c(C(N)=O)c1C,-9%,-17%,9%,1.1,-18,763,-4%,-6%,-0.5%,-10%
CSC1=NSC2=NC(=O)/C(=C/c3coc4ccc(O)cc4c3=O)C(=N)N12,-16%,-1.5%,?,0.8,10,719,-29%,30%,3.2%,16%
CCN(CCCNC(=O)CCNC(=O)Cn1ccc2ccccc2c1=O)c1ccccc1,16%,1.3%,7%,1.1,-22,740,15%,-5%,0.4%,0%
COc1cc2c(cc1OC)C(c1ccc(-c3ccccc3Cl)o1)=NCC2,-9%,-8.0%,5%,1,5,768,2%,4%,7.0%,12%
COc1ccc(C2CC2/C(C)=N/OC(=O)c2cccs2)cc1 (stereo not given),-6%,-11%,0%,1,3,781,-5%,8%,0.7%,-4%

# 4 of the compounds above, as tab-separated lines.
Molecule	human PMI inhibitors	XIAP antagonists	P. falciparum M1AAP	TNAP activators	Hep lipid drop	Hep lipid drop cells 6.5 µM	PMI inhibitors	Siah-1 displacement	UTI89 phage lysis	M17LAP inhibition
CSC1=NSC2=NC(=O)/C(=C/c3coc4ccc(O)cc4c3=O)C(=N)N12	-16%	-1.5%	?	0.8	10	719	-29%	30%	3.2%	16%
CCN(CCCNC(=O)CCNC(=O)Cn1ccc2ccccc2c1=O)c1ccccc1	16%	1.3%	7%	1.1	-22	740	15%	-5%	0.4%	0%
COc1cc2c(cc1OC)C(c1ccc(-c3ccccc3Cl)o1)=NCC2	-9%	-8.0%	5%	1	5	768	2%	4%	7.0%	12%
COc1ccc(C2CC2/C(C)=N/OC(=O)c2cccs2)cc1 (stereo not given)	-6%	-11%	0%	1	3	781	-5%	8%	0.7%	-4%

# Next section:
SMILES,human PMI inhibitors,XIAP antagonists,P. falciparum M1AAP,TNAP activators,Hep lipid drop,Hep lipid drop cells 6.5 µM,PMI inhibitors,Siah-1 displacement,UTI89 phage lysis,M17LAP inhibition
CC(=O)Nc1ccc(NC(=S)Nc2ccc(F)cc2)cc1,7%,-6.5%,4%,1,21,696,3%,1%,0.2%,4%
CC(SCc1ccccc1)C(=O)N/N=C/c1cccs1 (stereo not given),3%,-42%,1%,1,-26,550,9%,-7%,2.6%,5%
CC(=O)Cc1nsc(Nc2ccc(C)cc2)n1,nt,-0.1%,0%,1.1,1,646,nt,-1%,-0.2%,27%
O=C(c1ccc(NC(=S)NCc2ccco2)cc1)N1CCOCC1,-5%,0.1%,-2%,1.1,2,684,4%,12%,1.4%,5%
CCOC(=O)c1ccc(Nc2cc(C)nc3ncnn23)cc1,-1%,-5.0%,6%,1.1,nt,nt,5%,-7%,1.1%,14%
CCOC(=O)C(=O)Nc1ccccc1C#N,-5%,-22%,5%,1,15,686,6%,0%,0.2%,-29%
CC(=O)Nc1ccc(NS(=O)(=O)C(F)(F)F)cc1,0%,-1.0%,1%,1.1,-3,731,14%,-3%,0.9%,2%
Cn1c(-n2c(CCCN3C(=O)c4ccccc4C3=O)nc3ccccc3c2=O)nc2ccccc21,-5%,-7.4%,14%,1.1,nt,nt,-9%,1%,13%,-6%
CC(=O)NC1(c2cccc(F)c2)CCN(CC(=O)NC2CCCCC2)CC1,7%,-1.2%,5%,1,nt,nt,7%,-1%,4.5%,-2%
COC(=O)CC1(c2ccccc2)C(=O)c2ccccc2C1=O,-6%,-0.7%,-3%,1.2,23,835,-4%,0%,3.6%,0%
Cc1cc(NC(=O)C2CC=CCC2C(=O)O)no1 (stereo not given),-1%,-2.5%,-4%,1.1,-4,784,2%,2%,2.3%,42%
COc1ccccc1OCC(=O)NNC(=O)c1cccs1,5%,-2.4%,9%,1.2,-4,608,4%,-3%,5.2%,-4%
CCOc1ccccc1NC(=O)C1CCCN1C(=O)OCc1ccccc1 (stereo not given),6%,-5.6%,0%,1.1,-8,770,10%,2%,1.3%[50 µM],10%
